GAA inhib: inhibitors of human lysosomal alpha-glucosidase. purified human GAA, 4-MU-alpha-glucoside fluorescence. 200,000 tested, 0.005% active. AID 1466. Potency, µM (top dose mostly 76.9 µM), inactives show at the top dose activity change, negative = inhibition, most hits filed as inhibitors. P10253;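 note: plate controls were uninhibited enzyme wells for no effect and no-enzyme background for full effect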
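Compounds are titrated up to 77 uM against 4 nM human enzyme. Substrate 4-methylumbelliferyl-alpha-D-pyranoside (400 uM) reacts 20 min at room temperature in pH 5.0 buffer; liberated 4-methylumbelliferone is read at 440 nm.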
IMPase Li cell: membrane-permeable IMPase blocker, potentiated with lithium. Potency, µM (doses to about 59.4 µM), without a hit: at the top dose activity, negative = IMPase inhibition, hits mostly inhibitors. CHO-M1 cells, IP1 TR-FRET (IP-One), carbachol + lithium. 210,000 tested, 0.35% active;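 note: IP1 builds up when IMPase is blocked and the TR-FRET signal falls; plate controls were basal vehicle for no effect and high inhibitor control for full effect; nearly all actives have a fitted effect of over 50% in size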
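Steps: plate 2000 CHO-M1 cells per well and culture 16–30 h; add compound and lithium; incubate 30 min, 37C; add d2-IP1 tracer and Eu cryptate anti-IP1 antibody in lysis buffer; read after 10 min at room temperature.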
GoLoco inh red: RGS12 GoLoco-Gai1 interaction inhibition | P63096 | Gai1:RGS12 GoLoco peptide FP, rhodamine, 10 min | Potency, µM (series often up to 61.6 µM), without a hit: top-dose activity, negative = inhibition, usual class: inhibitors | 230,000 tested, 0.44% active; active = well fitted inhibition curve with a large enough effect, not every such curve was filed as active; inactive = no such curve, though single readings can be large or run the other way; note: % is set by controls: 0 for no effect and ±100 for the full control effect; nearly all actives have a fitted effect of over 30% in size; many of its hits are not listed in these tables
Target sequence (P63096 whole entry, looked up): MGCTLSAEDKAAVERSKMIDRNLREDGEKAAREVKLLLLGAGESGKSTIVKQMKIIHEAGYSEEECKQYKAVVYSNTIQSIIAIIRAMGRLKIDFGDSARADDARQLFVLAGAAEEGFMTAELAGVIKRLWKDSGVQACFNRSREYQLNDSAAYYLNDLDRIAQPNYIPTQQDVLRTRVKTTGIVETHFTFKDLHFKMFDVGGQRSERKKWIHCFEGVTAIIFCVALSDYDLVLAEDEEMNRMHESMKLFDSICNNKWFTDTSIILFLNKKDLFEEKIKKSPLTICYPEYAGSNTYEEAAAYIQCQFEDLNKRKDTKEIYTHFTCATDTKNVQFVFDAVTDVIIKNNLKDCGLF
GAA spleen mod: inhibitors or activators of human alpha-glucosidase in spleen homogenate | P10253 | Potency, µM (highest dose often 79.9 µM), inactives show at the top dose activity change, negative = inhibition, most hits filed as inhibitors | 240,000 tested, 0.006% active | human spleen homogenate, 4-MU-alpha-glucoside fluorescence;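 note: 0% = enzyme with vehicle and -100% = no enzyme basal signal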
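Compounds were titrated against alpha-glucosidase in spleen homogenate at pH 5.0, with 1 mM 4-methylumbelliferyl substrate for 40 min at 37 C. Reactions were quenched with pH 10 NaOH/glycine and fluorescence measured.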
GAA glycogen: alters human alpha-glucosidase cleavage of glycogen; P10253; recombinant GAA, glycogen substrate, Amplex Red glucose oxidase fluorescence; Potency, µM (top dose mostly 76.4 µM), without a hit: at the top dose activity change, negative = inhibition, actives largely listed as inhibitors; 300,000 tested, 0.38% active;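 note: 0% = full enzyme reaction and -100% = no-enzyme basal signal; the screen sought inhibitors and activators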
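Recombinant human enzyme (4 nM); glycogen substrate; 37 C, 40 min, pH 5.0. Readout: coupled glucose oxidase/Amplex Red fluorescence.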
HttQ103 aggreg: reduces HttQ103-GFP aggregates in PC12 cells. 220,000 tested, 1.1% active. Potency, µM (titrated, usually from 46.1 µM), without a hit: top-dose activity change, negative = inhibition, hits mostly inhibitors. AID 1688. PC12 HttQ103-GFP aggregates, Acumen cytometry, 40 h; note: % is set by controls: 0 for no effect and ±100 for the full control effect; nearly all actives have a fitted effect of over 60% in size
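Inducible Q103 Huntingtin exon 1–GFP PC12 line, 1500 cells/well in phenol red free DMEM with 5% equine and 5% calf serum. Tebufenozide 100 nM induced expression; compounds titrated; aggregates quantified by cytometry.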
HTT cytoprotect: cytoprotection in Huntington HTT-Q103 PC12 cell model; PC12 HTT-Q103 induced, cytoprotection, ATP luminescence, 40 h; Potency, µM (series often up to 56.4 µM), for the others: cytoprotection (ATP increase), actives largely listed as activators; 230,000 tested, 0.14% active;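 note: % of control where 0% means no effect; nearly all actives have a fitted effect of over 45% in size; toxic huntingtin expression switched on by the ecdysone agonist tebufenozide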
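PC12 cells stably carrying ecdysone-inducible Htt exon 1 (Q103)–GFP were induced with 100 nM tebufenozide (final) alongside library compounds in a dose series. Cytoprotection was scored as retained ATP by ATPlite luminescence.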
Numbers without * were called inactive; ? = inconclusive; / = no result given; [ ] = dose if it differs, or a comment. Unless noted, calls come from the whole dose curve; as a rule, active = well fitted curve in the direction sought with a large enough effect; inconclusive = small, poorly fitted or top-dose-only effect, or another doubt; inactive = no such curve, though single readings can be large; an effect the other way counts as inactive or inconclusive. Potency is the fitted concentration of half-maximal effect.

SMILES	GAA inhib	IMPase Li cell	GoLoco inh red	GAA spleen mod	GAA glycogen	HttQ103 aggreg	HTT cytoprotect
COc1cccc(/C=C/C(=O)Nc2ccc3c(c2)OCCO3)c1OC	7%	8%	-6%	8%	-5%	10%	-65%[inhibitor][10 µM]
C/C=C/C(=O)N1CC2(CC(c3cccc(NC(=O)COc4ccc(Cl)cc4)c3)=NO2)C[C@@H]1C(N)=O (some centres undefined)	/	/	-1%	-7%	4%	-29%[9.22 µM]	2%[10 µM]
CCOC(=O)c1sc(NC(=O)C2CC=CCC2C(=O)O)nc1C (centres undefined)	-4%	4%[38.3 µM]	1%	-11%	0%	-2%	22%
COc1cc(/C=N/NC(=S)NCCN2CCOCC2)ccc1O	9%	2%	14%	0%	25µM*	12%	6%[1.9 µM]
CCCOc1ccc(Cc2c(Cl)nc(SC)nc2N(C)C)cc1	-8%	18%	-6%	-6%	12%	?	22%[10 µM]
COc1ccc(CN2CCN(S(=O)(=O)c3ccc(NC(C)=O)cc3)CC2)c(OC)c1OC	?	2%	-20%	-15%	1%	0%[9.22 µM]	-11%[10 µM]
COc1ccccc1-n1c(SCC(=O)N2CCCCC2)nnc1-c1ccccc1O	0%	9%[38.3 µM]	6%	-1%	9%	25%	-14%[10 µM]
O=[N+]([O-])c1ccc2c(c1)C(N1CCOCC1)/C(=C/COc1ccc3ccccc3c1Br)O2 (centres undefined)	0%	6%	-9%	5%	-4%	?	26%[10 µM]
O=C(CCC1CCCC1)N1CCN(C2CCCC2)CC1	4%	22%[38.3 µM]	0%	-10%	-4%	-16%	-5%[10 µM]
Cc1ccc(C)c(NS(=O)(=O)c2ccc(OCC(=O)NCc3cccnc3)cc2)c1	-12%	/	/	1%	-4%	10%	-2%[10 µM]
COc1ccc(C(=O)C2CCCN(Cc3nc4ccccc4nc3C)C2)cc1OC (centres undefined)	/	7%	2%	1%	12%	28%[9.22 µM]	22%[10 µM]
Cc1ccc(-c2c3c([nH]c(=S)c2C#N)CCCC3)o1	6%	-27%[38.3 µM]	22%	-2%	-11%	22%	-1%

Ordered by heavy-atom count (lowest first): some entries from above.
SMILES	GAA inhib	IMPase Li cell	GoLoco inh red	GAA spleen mod	GAA glycogen	HttQ103 aggreg	HTT cytoprotect
COc1ccccc1-n1c(SCC(=O)N2CCCCC2)nnc1-c1ccccc1O	0%	9%[38.3 µM]	6%	-1%	9%	25%	-14%[10 µM]
O=[N+]([O-])c1ccc2c(c1)C(N1CCOCC1)/C(=C/COc1ccc3ccccc3c1Br)O2 (centres undefined)	0%	6%	-9%	5%	-4%	?	26%[10 µM]
C/C=C/C(=O)N1CC2(CC(c3cccc(NC(=O)COc4ccc(Cl)cc4)c3)=NO2)C[C@@H]1C(N)=O (some centres undefined)	/	/	-1%	-7%	4%	-29%[9.22 µM]	2%[10 µM]

Carrying on.
SMILES	GAA inhib	IMPase Li cell	GoLoco inh red	GAA spleen mod	GAA glycogen	HttQ103 aggreg	HTT cytoprotect
COc1ccc(-c2c(N)n[nH]c2C)cc1OC	?	-7%	18%	1%	14%	-12%[9.22 µM]	9%[10 µM]
COc1ccc(N2CCN(C(=O)CNC(=O)Cn3c(C)cc4ccccc4c3=O)CC2)cc1	0%	/	/	-2%	-4%	-1%	4%
O=C(C[n+]1cc(-c2ccccc2)n2c1CCC2)c1cccs1	2%	13%	9%	2%	1%	14%	0%[10 µM]
CC(=O)c1c(N2CCCCC2)nc(=S)n(Cc2ccccc2)c1C	-11%	1%[38.3 µM]	16%	-9%	6%	4%	11%
CCn1c(/N=C/c2c[nH]c3ccccc23)nc2ccccc21	-2%	/	/	5%	-17%	-2%	14%
COc1ccc(F)cc1C(=O)C1CCCN(Cc2cnc(N3CCCC3)s2)C1 (centres undefined)	-11%	11%	-18%	1%	-10%	3%	-2%
Cc1ccc(S(=O)(=O)CC(O)COc2ccc(F)cc2Cl)c(C)c1 (centres undefined)	-9%	-5%	-12%	0%	-3%	9%[9.22 µM]	-3%
Cc1nnc(SCC(N)=O)n1CCc1ccccc1	2%	5%	2%	-4%	0%	-3%	-1%[10 µM]
Cc1ccccc1-c1nc(CS(=O)(=O)CC(=O)N(C)C2CCCCC2)c(C)o1	-15%	32%[38.3 µM]	3%	-9%	1%	?	15%[10 µM]
Fc1ccc(-c2nc3nc4ccccc4nc3n2Cc2ccco2)cc1	8%	14%[38.3 µM]	-10%	-3%	-2%	20%	-21%
COc1ccc(-c2csc(CCn3nc(C)cc3C)n2)cc1OC	-2%	-9%	3%	5%	7%	6%	13%
Cc1cc(C)n2nc(SCC(=O)N(C)C)nc2n1	-33%	7%[38.3 µM]	4%	-2%	8%	2%	2%
CCOc1ccc(CSC2=NCCN2)cc1Cl	-1%	-5%[38.3 µM]	9%	-11%	-1%	-17%	-18%[10 µM]
COc1ccc(CC(=O)Nc2ccc(-c3nnc(-c4ccc(C)cc4)o3)cc2)cc1	3%	-16%	-5%	8%	3%	5%	-30%[10 µM]
CCC/C=N/NC(=O)c1[nH]c2c([N+](=O)[O-])cccc2c1C	-3%	-4%	-2%	-6%	?	?	-37%[10 µM]
COc1ccc(OC)c(-n2nnnc2SCC(=O)Nc2ccc(C(=O)N3CCCCC3)cc2)c1	3%	13%[38.3 µM]	-2%	-9%	-3%	-22%	5%[10 µM]
O=C(Nc1ccon1)c1cc2c(s1)CCCCCC2	-4%	20%[38.3 µM]	8%	-4%	0%	-10%	-14%[1.9 µM]
C[C@@H]1NC(=O)c2cc([N+](=O)[O-])cc(I)c2NCCCC[C@@H](C(N)=O)NC(=O)[C@H](CCC(=O)O)NC1=O	1%	2%	3%	2%	4%	-10%	/
CCOc1ccc(S(=O)(=O)NCc2cccs2)cc1	-3%	37%[activator][38.3 µM]	4%	10%	2%	4%	7%
O=C(Cc1cccs1)N/N=C\c1ccc(O)cc1	-6%	3%	5%	5%	-14%	-23%	-23%
COc1ccc(CCc2nnc(CCC(=O)NCc3ccc4ncccc4c3)o2)cc1	3%	5%	7%	4%	6%	8%[9.22 µM]	6%[10 µM]
O=C(Nc1ccc(-c2nc3ccccc3[nH]2)cc1)c1ccc2c(c1)OCO2	-8%	-11%[38.3 µM]	3%	1%	-2%	-5%	-69%[inhibitor]
O=C(c1cccc(C(F)(F)F)c1)C1CCCN(Cc2cccn2-c2ccccn2)C1 (centres undefined)	-14%	27%	10%	-11%	-6%	21%[9.22 µM]	31%[10 µM]
Cc1ccc(-c2nnc(N3CCCCC3)c3ccccc23)cc1S(=O)(=O)N(C)C	3%	-12%[38.3 µM]	9%	-10%	14%	-2%	-3%
COc1ccc(OC)c(C(=O)COC(=O)c2cc(C)oc2C)c1	-6%	16%	4%	-4%	-26%	14%	-11%[10 µM]
CCC(C(=O)OCC(=O)Nc1ccc(OC)cc1OC)c1ccccc1 (centres undefined)	-5%	24%	8%	2%	-2%	14%	1%
N#Cc1ccc(S(=O)(=O)N2CCc3[nH]c4ccc(F)cc4c3C2)cc1	/	/	1%	-7%	0%	-6%[9.22 µM]	-18%[10 µM]
COc1cccc2[nH]c3c(N4CCc5ccccc5C4)ncnc3c12	/	/	9%	8%	-4%	9%[9.22 µM]	3%[10 µM]
COc1ccccc1NC(=O)c1cc2ccccc2o1	-4%	8%	12%	0%	-1%	-1%	1%[10 µM]
CN(C)c1ncc2nc(-c3ccccc3)c(=O)n(Cc3ccc(F)cc3)c2n1	/	1%	10%	-5%	/	/	-60%[inhibitor]
CCc1ccccc1NC(=O)CSc1nnc(CCNC(=O)OC(C)(C)C)o1	/	/	1%	7%	-5%	-13%[9.22 µM]	-19%[10 µM]
O=C(CCS(=O)(=O)Cc1ccccc1)N1CCN(Cc2ccccc2)CC1	5%	10%[38.3 µM]	-2%	-1%	2%	-10%	23%[10 µM]
O=c1c2c(nc3c(-c4cccc5ccccc45)c[nH]n13)CCC2	?	9%[38.3 µM]	5%	-6%	2%	?	-12%
COc1ccc(CCNC(=O)c2nnn(-c3cc(C)cc(C)c3)c2N)cc1OC	2%	2%[38.3 µM]	3%	-2%	4%	1%	-32%
CCOc1cc(C(N)=O)cc(Br)c1OCc1ccccc1	-6%	1%	7%	5%	-9%	31%	-2%
COc1ccc(CNc2ncnc3cc(OC)c(OC)cc23)cc1	0%	10%	-4%	6%	-2%	-30%	-15%[10 µM]

A draw from above in order of number of heavy atoms, low to high:
SMILES	GAA inhib	IMPase Li cell	GoLoco inh red	GAA spleen mod	GAA glycogen	HttQ103 aggreg	HTT cytoprotect
COc1ccccc1NC(=O)c1cc2ccccc2o1	-4%	8%	12%	0%	-1%	-1%	1%[10 µM]
CCOc1cc(C(N)=O)cc(Br)c1OCc1ccccc1	-6%	1%	7%	5%	-9%	31%	-2%
COc1ccc(OC)c(C(=O)COC(=O)c2cc(C)oc2C)c1	-6%	16%	4%	-4%	-26%	14%	-11%[10 µM]
COc1ccc(CNc2ncnc3cc(OC)c(OC)cc23)cc1	0%	10%	-4%	6%	-2%	-30%	-15%[10 µM]
N#Cc1ccc(S(=O)(=O)N2CCc3[nH]c4ccc(F)cc4c3C2)cc1	/	/	1%	-7%	0%	-6%[9.22 µM]	-18%[10 µM]
CCC(C(=O)OCC(=O)Nc1ccc(OC)cc1OC)c1ccccc1 (centres undefined)	-5%	24%	8%	2%	-2%	14%	1%
O=C(CCS(=O)(=O)Cc1ccccc1)N1CCN(Cc2ccccc2)CC1	5%	10%[38.3 µM]	-2%	-1%	2%	-10%	23%[10 µM]
CN(C)c1ncc2nc(-c3ccccc3)c(=O)n(Cc3ccc(F)cc3)c2n1	/	1%	10%	-5%	/	/	-60%[inhibitor]
Cc1ccc(-c2nnc(N3CCCCC3)c3ccccc23)cc1S(=O)(=O)N(C)C	3%	-12%[38.3 µM]	9%	-10%	14%	-2%	-3%
O=C(c1cccc(C(F)(F)F)c1)C1CCCN(Cc2cccn2-c2ccccn2)C1 (centres undefined)	-14%	27%	10%	-11%	-6%	21%[9.22 µM]	31%[10 µM]
COc1ccc(CCc2nnc(CCC(=O)NCc3ccc4ncccc4c3)o2)cc1	3%	5%	7%	4%	6%	8%[9.22 µM]	6%[10 µM]

Screening results deposited in PubChem BioAssay by National Center for Advancing Translational Sciences (NCATS).

Some of the compounds tested; the hit share may differ from the screen's.
